Screening results deposited in PubChem BioAssay by several laboratories.
GlmU inhibition: inhibition of mycobacterial GlmU enzyme – biochemical, glucosamine-1-phosphate acetyltransferase (AID 1376); Bifunctional protein GlmU (Mycobacterium tuberculosis (strain ATCC 25618 / H37Rv)); M. tuberculosis GlmU acetyltransferase enzyme assay; higher % means a stronger effect; inhibition, %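 (tested at 30 µM in the primary screen)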, or IC50 in µM where a hit was titrated; 220,000 tested, 0.25% active; in the data active = inhibition above about 13%;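 also: 0% = complete reaction with vehicle and 100% = reaction without substrate; strong numbers were not always called active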
RmlCD inh 1536: M. tuberculosis RmlC/RmlD coupled enzyme inhibitors, primary screen, biochemical, compound mixtures, 384-well, from 1536-well plates; inhibition, % at 3.6 µM; 160,000 tested, 0.03% active; dTDP-4-dehydrorhamnose reductase (Mycobacterium tuberculosis (strain ATCC 25618 / H37Rv)) …; RmlC+RmlD coupled enzyme assay, percent inhibition; primary screen in compound mixtures; in the data active = inhibition mostly above about 34%, no sharp cut-off; also: some results filed as inactive read as strong as hits
Target sequence (P9WH09 whole entry, looked up): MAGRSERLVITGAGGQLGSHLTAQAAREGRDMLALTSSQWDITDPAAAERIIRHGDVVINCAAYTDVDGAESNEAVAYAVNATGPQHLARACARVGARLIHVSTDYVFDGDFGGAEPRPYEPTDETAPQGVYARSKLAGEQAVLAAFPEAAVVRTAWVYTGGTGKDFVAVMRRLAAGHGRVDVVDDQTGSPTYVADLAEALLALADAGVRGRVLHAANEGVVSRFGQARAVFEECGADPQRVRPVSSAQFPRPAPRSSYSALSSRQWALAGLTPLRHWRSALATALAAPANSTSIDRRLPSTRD
Target sequence (P9WH11 whole entry, looked up): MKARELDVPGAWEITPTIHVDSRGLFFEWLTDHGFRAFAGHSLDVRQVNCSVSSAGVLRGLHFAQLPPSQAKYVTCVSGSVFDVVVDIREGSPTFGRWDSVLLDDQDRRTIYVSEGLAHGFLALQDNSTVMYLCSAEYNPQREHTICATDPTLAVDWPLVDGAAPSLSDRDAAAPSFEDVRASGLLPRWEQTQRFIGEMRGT
Starred values were filed as active, the others as inactive; / = no result given. A portion of the library; rates above refer to the full screens.

SMILES	GlmU inhibition	RmlCD inh 1536
c1ccn2c(Cc3nnc4ccccn34)nnc2c1	-2.1%	/
Cc1cc([N+](=O)[O-])nn1CC(=O)N1CCc2ccccc2C1	1.3%	/
CCN(CCO)C1CC(=O)N(c2ccccc2C)C1=O (stereo not given)	-0.3%	4.0
CCc1ccc(NC(=O)CSc2nc3ccccc3c(=O)n2CCCC(=O)NCCCN2CCOCC2)cc1	1.9%	-9.2
Cc1cc(=O)oc2c(C(=O)/C=C\c3cccs3)c(O)ccc12	3.7%	/
CC(NCc1ccccc1)C1COc2ccccc2O1 (stereo not given)	1.8%	4.5
Cc1cccc(-n2c(C)cc(/C=C3\NC(=O)NC3=O)c2C)c1	-0.1%	9.5
O=C(Nc1cccnc1)OC1CCCC1	-4.5%	1.2
CN(C)C(CNS(=O)(=O)c1ccc(F)cc1)c1cccnc1 (stereo not given)	6.1%	11.3
CCCC(=O)c1c[nH]c(C(=O)N2CCOCC2)c1	-4.7%	4.4
O=S(=O)(c1ccc(F)cc1)N1CCN(Cc2ccccc2C(F)(F)F)CC1	-2.5%	-1.6
CCn1cc(C(=O)N2CC(C)CC(C)C2)c(=O)c2cc(S(=O)(=O)N3CCOCC3)ccc21 (stereo not given)	1.1%	-6.7
Cn1nnc2c(NCc3ccco3)nccc21	-2.6%	18.9
CC(=O)Nc1ccc(C2(c3ccc(NC(C)=O)cc3)C(=O)Nc3ccccc32)cc1	-2.2%	12.1
O=C(NCCN1CCN(c2ccccc2)CC1)C1CCN(S(=O)(=O)c2cccc3nsnc23)CC1	0.6%	7.9
COc1ccccc1NC(=O)c1ccc(CN2CCOCC2)cc1	6.9%	8.7
CCc1ccc(OCC(=O)Nc2ccc(N3CCN(S(C)(=O)=O)CC3)cc2)cc1	0.1%	/
COc1ccc2[nH]c(C(=O)Nc3ccc(F)cc3Br)cc2c1	-0.1%	-50.7
O=C(CCN1C(=O)COc2ccccc21)N1CCN(c2ccccc2)CC1	0.5%	74.1
COC(=O)c1cc(Br)c(=O)n(Cc2cccnc2)c1	0.6%	6.0
Cc1ccc(N(CC(=O)Nc2ccccc2C(=O)NCc2ccco2)S(=O)(=O)c2ccccc2)cc1C	1.2%	6.5
CCOc1ccccc1N1CCN(C(=O)C(Sc2ccccc2)c2ccccc2)CC1 (stereo not given)	0.1%	-3.0
CN(C)c1nc(-c2ccccc2)ncc1S(=O)(=O)c1ccccc1	-4.0%	30.8
CCOC(=O)C1CSc2[nH]c(=O)sc2C1c1ccccc1 (stereo not given)	-2.2%	8.1
COc1ccc(C2CC(=O)Nc3cc(C)c(C)cc32)c(OC)c1OC (stereo not given)	0.7%	/
(continued)
SMILES	GlmU inhibition	RmlCD inh 1536
CC(C)NC(=O)COC(=O)c1ccc(NS(=O)(=O)c2ccc3c(c2)OCCO3)cc1	1.3%	42.9
COc1ccc(CN2CCCC(C(=O)c3sccc3C)C2)cc1O (stereo not given)	-4.8%	-12.4
N#C/C(=C\c1cccs1)C(=O)Nc1ccccn1	/	8.6
O=C(c1cccc(N2C(=O)C3CC=CCC3C2=O)c1)N1CCN(c2ccccc2)CC1 (stereo not given)	/	1.4
CO/N=C/C1CCN(c2ncc(C(F)(F)F)cc2Cl)C1=O (stereo not given)	-9.9%	5.4
CCn1c(CC(=O)Nc2ccccc2F)nnc1SCC(=O)N1CCN(c2ccccc2)CC1	1.4%	18.4
CN(C)C(=O)c1c([N+](=O)[O-])c(C(C)(C)C)nn1C	1.6%	3.8
Cc1nnc2sc(-c3ccc(NC(=O)c4ccc(-c5ccc(Cl)cc5Cl)o4)cc3)nn12	4.2%	/
Cn1c(=O)c2cn(-c3ccc4c(c3)OCCO4)cc2n(C)c1=O	-0.5%	16.0
CC1(c2ccc(Cl)cc2)NC(=O)CS1 (stereo not given)	0.8%	8.9
COc1cc(/C=C2\C(=O)N(CCC#N)N=C2C)ccc1OCC(=O)Nc1ccccc1	-0.8%	-3.4
Cc1ccc(-c2ccc(SCC(=O)c3ccccc3)nn2)cc1	2.9%	-2.8
CC1CN(CCC(=O)Nc2ccc3c(c2)CCC3)CC(C)O1 (stereo not given)	-3.3%	15.4
CC1(C)C2([N+](=O)[O-])CN3CC1([N+](=O)[O-])CN(C2)C3c1ccccc1 (stereo not given)	1.0%	/
Cc1ccc(C)c(NS(=O)(=O)c2cc(C(=O)NCc3ccccn3)ccc2Cl)c1	-1.0%	/
Cc1cc(C(=O)NCCc2ccccc2)ccc1[N+](=O)[O-]	-3.1%	-0.9
CCC(C(=O)NC1CCCC1)N(C(=O)c1snc(C(N)=O)c1N)c1ccc2c(c1)OCCO2 (stereo not given)	5.3%	7.5
COc1ccc(-n2ccnc2SCC(=O)NCc2ccc(F)cc2)c(OC)c1	0.4%	-3.1
CCCCn1c(=O)c(CCC(=O)OCC(=O)NC(=O)NCCOC)nc2ccccc21	0.1%	-11.1
O=C(CCl)NC(=O)NC12CC3CC(CC(C3)C1)C2	7.5%	3.0
Cc1ccc(N=C2c3ccccc3C(=O)C2[N+](=O)[O-])cc1C (stereo not given)	-6.7%	-9.2
CC1CCc2c(sc(/N=C/N(C)C)c2C#N)C1 (stereo not given)	3.9%	-8.6
CC1(C)CC(=O)C(C=NCCCn2ccnc2)=C(O)C1	7.9%	/
Cc1ccc(N2C(=O)/C(=C/c3ccc(CN(CCC#N)S(C)(=O)=O)o3)C(=O)NC2=S)cc1C	3.4%	6.9
CCCCCSc1cc(OC)c(CCNC)cc1OC	-5.7%	6.0

Pulled by structure from the entries so far (4):
SMILES	GlmU inhibition	RmlCD inh 1536
O=S(=O)(c1ccc(F)cc1)N1CCN(Cc2ccccc2C(F)(F)F)CC1	-2.5%	-1.6
COc1ccc2[nH]c(C(=O)Nc3ccc(F)cc3Br)cc2c1	-0.1%	-50.7
CC1CN(CCC(=O)Nc2ccc3c(c2)CCC3)CC(C)O1 (stereo not given)	-3.3%	15.4
COc1ccc(C2CC(=O)Nc3cc(C)c(C)cc32)c(OC)c1OC (stereo not given)	0.7%	/

The list continues.
SMILES	GlmU inhibition	RmlCD inh 1536
CCOc1cc(S(=O)(=O)n2cnc(C)c2)ccc1Cl	5.2%	-7.3
COP(=O)(OC)c1nc(-c2cccc3ccccc23)oc1N1CCOCC1	-0.8%	7.0
COC(=O)c1cn(-c2ccc(F)cc2)c(=O)c2ccccc12	-1.6%	7.2
O=C(Cn1cnc2ccc(Br)cc2c1=O)c1cccs1	3.1%	/
O=C(Cn1cnc2ccccc2c1=O)c1cccs1	-3.6%	9.4
O=C(NC1CCCc2ccccc21)c1cccnc1 (stereo not given)	2.7%	/
c1ccc(SCc2nc3ccccc3[nH]2)cc1	3.5%	/
CN1C(=O)c2ccccc2Sc2ccc(C(=O)N3CCC4(CC3)OCCO4)cc21	/	39.0
Cc1ccc(-c2nc(S(=O)(=O)c3ccc(F)cc3)c(SCC(=O)NCC3CCCO3)o2)cc1 (stereo not given)	0.8%	/
CCCCCn1c(CN2CCN(c3cccc(Cl)c3)CC2)nc2c1c(=O)[nH]c(=O)n2C	-0.6%	16.5
O=C(O)CCCCCNC(=O)c1ccccc1Br	-7.3%	2.7
CC(C)(C)c1ccc(C(=O)NCC(=O)N/N=C/c2ccccc2OCC(=O)O)cc1	3.5%	-6.0
COc1ccc(CCNC(=O)C/C(C)=N/NC(=O)C23CC4CC(CC(C4)C2)C3)cc1OC	1.2%	-3.5
CCOc1ccc(/C=N/N(C)c2ccccc2)cc1OC	0.0%	10.4
COc1ccc(/C=C(/NC(=O)c2ccccc2)C(=O)NC2CCS(=O)(=O)C2)cc1 (stereo not given)	5.1%	4.0
COc1ccc(/C=C/CN2CCN(Cc3ccccc3)C(CCO)C2)cc1 (stereo not given)	-2.3%	3.0
Cc1ccc(OP(N)(=O)Oc2ccc(C)cc2)cc1	-0.4%	1.0
CCOC(=O)CCc1c(C)nc(SCC(=O)O)c(C#N)c1C	-1.2%	/
CCOC(=O)/C=C1\SCC(=O)N1CC(=O)NCc1ccc(OC)c(OC)c1	1.9%	-7.7
Cc1ccc(Cl)cc1N1CCN(C(=O)CN(c2ccccc2)S(=O)(=O)N(C)C)CC1	-4.3%	/
COc1cc2c(cc1OC)C(c1cccs1)N(C(=O)c1cccc(S(=O)(=O)N(C)C)c1)CC2 (stereo not given)	1.4%	0.4
O=c1[nH]c(-c2ccc3c(c2)OCO3)nc2c1sc(=S)n2-c1ccccc1	3.1%	22.2
CCNS(=O)(=O)c1ccc(NS(C)(=O)=O)cc1	-4.1%	7.1
Cc1ccc(OCCCCNC2CCCCC2)c(C)c1	-0.2%	-10.8
CCNC(=O)COc1ccc(S(=O)(=O)Nc2ccccc2)cc1	2.2%	-7.5
Continuation:
SMILES	GlmU inhibition	RmlCD inh 1536
NC(=S)Nc1cccc2cc3ccccc3cc12	0.5%	-5.7
OC(COCc1ccccc1)Cn1cnc2ccccc21 (stereo not given)	-7.1%	5.8
O=C(NC1CCCC1)C1(c2ccccc2)CCN(S(=O)(=O)c2ccccc2)CC1	0.8%	-4.1
Clc1ccc(CNCc2cccs2)cc1Cl	4.7%	-10.3
NC(=O)NC(=O)COC(=O)c1ccc2c(c1)C(=O)N(Cc1ccccc1)C2=O	-2.3%	-6.2
COc1ccc2c(c1)C1=NN(/C(C)=C\C(C)=O)C(c3ccccc3)C1CC2 (stereo not given)	2.8%	/
CC1Cc2ccccc2N1C(=O)C1CCCN(S(=O)(=O)c2cccc3cccnc23)C1 (stereo not given)	-0.7%	8.8
COc1cccc(C2CC(c3cccs3)=NN2C(=O)CSc2nc3ccccc3o2)c1OC (stereo not given)	2.6%	5.8
O=C(CSc1ccccc1)Nc1nc2ccccc2[nH]1	-0.1%	-8.2
S=C(NCc1ccncc1)Nc1ccc(Cl)cc1	0.4%	/
O=C(CN1CCN(Cc2ccc3c(c2)OCO3)CC1)Nc1ccc2c(c1)OCO2	2.9%	4.5
O=C(OCc1ccccc1Cl)c1ccc(-n2cnnc2)cc1	6.2%	-1.4
COc1ccc(Br)cc1/C=C\C(=O)NCc1cccnc1	5.5%	-12.2
O=C(NCCN1CCCCCC1)C1CCN(S(=O)(=O)N2CCOCC2)CC1	-16.9%	-7.0
CCOC(=O)c1ccccc1NC(=O)c1c(O)c2ccccc2n(CC)c1=O	2.0%	-8.5
COC(=O)c1c(C)[nH]c(C(=O)OCC(=O)NCC(C)C)c1C	1.5%	4.5
O=C(CSc1nnc2c(n1)[nH]c1ccccc12)Nc1cccc(S(=O)(=O)N2CCOCC2)c1	2.4%	-7.1
O=C(NC1CC1)C1=C[C@@H](C2CCCCC2)C[C@@H](OCc2ccc(CO)cc2)O1	5.2%	/
Cc1cc([N+](=O)[O-])nn1CC(=O)NNC(=S)Nc1ccc(Cl)cc1	-2.6%	/
Cc1cc(OCCn2cc(/C(N)=N/O)c3ccccc32)ccc1Cl	-3.5%	3.2
Cc1c(OC(=O)c2ccc([N+](=O)[O-])cc2)c2c(c[n+]1C)COC(C)(C)OC2	-0.2%	-0.1
C/C(=N\NC(=O)C1CC1)c1cccc(NC(=O)c2cccc(Cl)c2)c1	5.0%	/
Fc1ccc(N2CCN(Cc3nnc(-c4ccccc4)o3)CC2)cc1	-0.8%	15.4
Cc1cc(Cl)c(S(=O)(=O)NC(C(=O)O)C(C)C)cc1OCC(=O)NC1CCCCC1 (stereo not given)	-2.9%	0.3
COc1ccc(CCNS(=O)(=O)c2cccc3nsnc23)cc1OC	-1.7%	-3.8

Three structures already listed, ordered by molar mass, high to low:
SMILES	GlmU inhibition	RmlCD inh 1536
CCOC(=O)C1CSc2[nH]c(=O)sc2C1c1ccccc1 (stereo not given)	-2.2%	8.1
Cc1ccc(N=C2c3ccccc3C(=O)C2[N+](=O)[O-])cc1C (stereo not given)	-6.7%	-9.2
OC(COCc1ccccc1)Cn1cnc2ccccc21 (stereo not given)	-7.1%	5.8

In the list so far, two have a CF3 group:
SMILES	GlmU inhibition	RmlCD inh 1536
O=S(=O)(c1ccc(F)cc1)N1CCN(Cc2ccccc2C(F)(F)F)CC1	-2.5%	-1.6
CO/N=C/C1CCN(c2ncc(C(F)(F)F)cc2Cl)C1=O (stereo not given)	-9.9%	5.4

(cont.)
SMILES	GlmU inhibition	RmlCD inh 1536
CN(C)CCCn1c(=O)n(Cc2ccco2)c(=O)c2c3c(sc21)CCCCC3	0.8%	-4.5
Clc1ccc2nc(-c3ccncc3)cc(-c3ccccc3)c2c1	0.7%	-4.1
O=C(CC(c1ccccc1)c1ccccc1)Nc1nn[nH]n1	-7.6%	-1.3
Cc1nc(N2CCN(Cc3ccccc3)CC2)nc2c1C(=O)CC(C)C2 (stereo not given)	-1.3%	-12.1
Cc1cccc(Sc2c([N+](=O)[O-])ncn2C)c1	4.7%	-14.3
CCN(CC)CCNC(=O)c1ccccc1N	-3.6%	-1.3
COc1cc(-c2nnc3n2N=C(c2ccccc2)CS3)cc(OC)c1OC	2.0%	-8.6
CC(=O)c1sc(Nc2nc3cc4c(cc3s2)OCO4)nc1C	-0.4%	-6.4
O=[N+]([O-])c1cc(-c2nc(-c3ccncc3)no2)ccc1Cl	1.5%	-7.1
COc1cc(/C=N/Nc2cccc(C)c2)ccc1OC(=O)c1ccco1	5.6%	-1.0
Cc1ccnc(NS(=O)(=O)c2ccc(N3C(=O)c4ccccc4C3=O)cc2)n1	-4.5%	-6.2
COc1ccc(OC)c(-c2csc(NC(=O)C3COc4ccccc4O3)n2)c1 (stereo not given)	-3.3%	-7.3
CN(Cc1nc2ccccc2n1C)S(=O)(=O)c1ccc(Cl)cc1	2.1%	/
Cc1cc(C)cc(N(C(C)C(=O)N2CCCCC2)S(C)(=O)=O)c1 (stereo not given)	3.1%	/
CC(C)(C)NC(=S)NC1CC1	2.5%	-8.3

Part of the list above, with values under each structure:
Values run as follows: GlmU inhibition	RmlCD inh 1536
> O=[N+]([O-])c1cc(-c2nc(-c3ccncc3)no2)ccc1Cl
 : 1.5%	-7.1
> COc1cc(/C=N/Nc2cccc(C)c2)ccc1OC(=O)c1ccco1
 : 5.6%	-1.0
